NS5 inhibitors: Dengue-2 NS5 methyltransferase inhibitors, primary screen, biochemical, confirmation dose response (AID 588689); Dengue-2 NS5 methyltransferase capping enzyme assay, biochemical; higher % means a stronger effect; 340,000 compounds, 0.3% hits; inhibition, % at 25 µM, or IC50 in µM where a hit was titrated; in the data active means a potency from the dose series; inconclusive means inhibition above about 29% without an active follow-up result
RSV CPE inhibition: RSV antiviral activity via CPE protection, HEp-2 cells, primary 10 µM value included (AID 2391); CPE inhibition, % at 10 µM, or IC50 in µM where a hit was titrated; 310,000 compounds, 0.13% hits; HEp-2 cells, RSV-induced CPE inhibition; higher % means a stronger effect; in the data active means a potency from the dose series; inconclusive means CPE inhibition mostly from about 23% at the one dose, without a potency; inactive means the rest, 99 in 100 with CPE inhibition below about 21%; further: strong numbers were not always called active
PhoP inhibition: inhibitors of PhoP regulon expression, primary screen, Salmonella Typhimurium, GFP reporter (AID 1863); 300,000 compounds, 0.16% hits; S. Typhimurium PhoP-regulated promoter GFP reporter, 4 h; higher % means a stronger effect; inhibition, % at 50 µM; hits with a dose series show IC50 in µM;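 active means inhibition over 29.93%, a cutoff 3 SD above the screen mean, later confirmed by dose response; inconclusive means inhibition over 29.93% but no dose response follow-up; inactive means inhibition at most 29.93% or unconfirmed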;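 further: 0% = low Mg2+ inducing control and 100% = high Mg2+ repressing control; strong numbers were not always called active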
GPR35 arrestin U2OS: inhibition of zaprinast-stimulated GPR35 beta-arrestin translocation – imaging, U2OS, beta-arrestin-GFP, zaprinast agonist, primary screen (AID 2058). U2OS GPR35 beta-arrestin-GFP translocation imaging, zaprinast antagonism; higher % means a stronger effect. inhibition, % at 10 µM; hits with a dose series show IC50 in µM. 290,000 compounds, 0.052% hits;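 active means inhibition of at least 50% with at least 30 cells and total cytoplasm GFP at most 10,000,000; inconclusive means under 30 cells or total GFP of 10,000,000 plus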
MgcRacGAP inhibition: MgcRacGAP GTPase-activating activity inhibitors, confirmation, biochemical, ADP Hunter fluorescence; MgcRacGAP-stimulated Rac1 GTP hydrolysis, ADP Hunter fluorescence; higher % means a stronger effect; GST-tagged Rac1 F28L mutant substrate; inhibition, % at 30 µM; hits with a dose series show IC50 in µM; 340,000 compounds, 0.6% hits; AID 624330;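 active means first-screen hits whose inhibition reached a set limit at any dose in the follow-up dose series; inconclusive means inhibition above the set first-screen limit but never retested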;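 further: fluorescence reports GDP produced by GAP-driven GTP hydrolysis; strong numbers were not always called active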
GPR55 antagonists: inhibition of LPI-stimulated GPR55 beta-arrestin translocation – imaging, U2OS, beta-arrestin-GFP, LPI agonist, primary screen (AID 2013); U2OS GPR55 beta-arrestin-GFP translocation imaging, LPI antagonism; higher % means a stronger effect; one-dose inhibition, % at 10 µM; IC50 in µM for titrated hits; 290,000 compounds, 0.13% hits;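 active means spots per cell inhibited over 60%, with over 100 cells counted and total cytoplasm intensity under 500,000; inconclusive means wells with under 100 cells, flagged as likely toxic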;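 further: U2OS cells stably carrying GPR55 and arrestin-GFP stimulated by 5 µM LPI near EC80; imaged beta-arrestin-GFP aggregate spots per cell after agonist stimulation; plate controls were LPI-stimulated DMSO wells for no effect and DMSO wells without LPI for full effect; some results filed as inactive read as strong as hits; confirmed hits need IC50 under 10 µM and bright autofluorescent wells are also inconclusive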
HIV fusion peptide: cell-free HIV fusion peptide-binding blockers – biochemical, uHTS, fluorescence dequenching, primary screen (AID 1986) | cell-free peptide binding, fluorescence dequenching, 30 min; higher % means a stronger effect | 290,000 compounds, 0.3% hits | one-dose inhibition, % at 20 µM; IC50 in µM for titrated hits; in the data active means inhibition mostly above about 52%, no sharp cut-off; inactive means mostly below about 76%; further: some results filed as inactive read as strong as hits
UTI89 phage lysis: inhibition of K1F phage lysis, E. coli UTI89, bacterial capsule biogenesis inhibitors, alamar blue (AID 488966); E. coli UTI89 K1F phage lysis, alamar blue, 2 h; higher % means a stronger effect; inhibition, % at 100 µM, or IC50 in µM where a hit was titrated; 340,000 compounds, 0.02% hits;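 active means phage lysis inhibition, versus mean bacterial control, above a set limit; inconclusive means no clear call, values can overlap the other calls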;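 further: capsule biogenesis inhibitors block K1F phage lysis so surviving cells raise fluorescence; higher fluorescence means more inhibition of phage lysis; actives were called in the ten point dose series up to 300 µM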
SV40 large T antigen: TAg ATPase/helicase activity blockers – biochemical (AID 1903); 310,000 compounds, 0.39% hits; one-dose inhibition, % at 20 µM; IC50 in µM for titrated hits; SV40 large T antigen ATPase/helicase inhibition assay; higher % means a stronger effect; in the data active means a potency from the dose series; inconclusive means inhibition mostly from about 32% at the one dose, without a potency; inactive means the rest, 99 in 100 with inhibition below about 32%; further: strong numbers were not always called active
Numbers without * were called inactive; ? = inconclusive; . = not tested or not shown; [ ] = another dose, or the depositor's remark.

SMILES | NS5 inhibitors | RSV CPE inhibition | PhoP inhibition | GPR35 arrestin U2OS | MgcRacGAP inhibition | GPR55 antagonists | HIV fusion peptide | UTI89 phage lysis | SV40 large T antigen
Cn1c(C(=O)N2CCCC(C(=O)NCc3ccc4c(c3)OCO4)C2)cc2sccc21 (centres undefined) | -4% | 2.6% | 1% | -4% | 2% | 16% | 2.3% | 5.9% | 11%
O=C(Cc1cccs1)Nc1cccc(-c2nc3ccccc3[nH]2)c1 | 5% | ? | 9% | 4% | 6% | 13% | 3.1% | 1.0%[50 µM] | 2%
CC(C)(C)NC(=O)NC(=O)CN1CCN(S(=O)(=O)c2ccc3c(c2)OCCO3)CC1 | 4% | -0.8% | . | 5% | 5% | -4% | -0.4% | 0.4% | 2%
COc1ccccc1Nc1ncnc2c1oc1ccccc12 | 1% | 0.8% | 0% | 4% | 9% | -16% | 10% | 1.1% | 12%
NC(=O)c1ccc(N2CCCCC2)c(N2C(=O)C3CC=CCC3C2=O)c1 (centres undefined) | -3% | 0.8% | -5% | -1% | 1% | 2% | 0.0% | 0.3% | 21%
CCOc1cc(/C=N/NC(=O)CCCC(=O)NC2CCCCC2)ccc1O | -1% | 0.9% | -3% | 3% | 70µM* | 2% | -1.3% | 0.8% | ?
COCc1cc(C)nc(SCc2nc3ccccc3c(=O)[nH]2)c1C#N | -4% | 0.2% | -3% | -3% | 11% | 9% | -2.5% | -1.0% | 16%
CC12CN3CC(C)(CN(C1)C3c1ccc([N+](=O)[O-])o1)C2=O (centres undefined) | -3% | 1.6% | 6% | 6% | 10% | -8% | -0.4% | 0.1% | 4%
COc1cccc(OC)c1OCC(O)CN1CCN(c2ccccc2F)CC1 (centres undefined) | -4% | -0.6% | -1% | 0% | -6% | 15% | -0.8% | -0.1% | 6%
O=S(=O)(Nc1nc2ccccc2nc1Cl)c1cccc(C(F)(F)F)c1 | -5% | 3.3% | 1% | 1% | 2% | 3% | 21% | 0.1% | 0%
COc1ccc(-c2[nH]ncc2CN2CCC(c3ccncc3)CC2)cc1F | -4% | -0.5% | -9% | -7% | 8% | 7% | -1.2% | 0.0% | 5%
CC(=O)N1N=C(c2cccs2)CC1c1ccc(Br)cc1 (centres undefined) | 1% | ? | -2% | -4% | 10% | -4% | -1.4% | -0.1% | -3%
C=C/C(C)=C/CC1C(=C)CCC2C(C)(C(=O)O)CCCC12C (centres undefined) | -1% | 1.6% | 6% | -18% | 5% | 2% | 14% | -0.8% | 8%
Cc1cc(N2CCOCC2)nc2ccc(NC(=O)CCC(=O)N3CCN(c4cccc(C(F)(F)F)c4)CC3)cc12 | -3% | 21% | 4% | -17% | 5% | -4% | -1.9% | 0.3% | -1%
CSc1nc(Cl)c(Cc2ccc(OCC(C)C)cc2)c(N2CCOCC2)n1 | -2% | 2.4% | -11% | -12% | 5% | 3% | 2.4% | 0.0% | 12%
CS(=O)(=O)N1CCN(C(=O)COc2ccc3ccccc3c2)CC1 | -5% | 0.5% | 5% | 9% | 15% | -3% | 0.8% | 0.1% | .
O=c1[nH]c(Cc2cccs2)nc2scc(-c3ccc(Cl)cc3)c12 | -3% | 0.8% | -2% | -1% | 10% | -3% | 0.1% | 0.2% | 11%
CC(NC(=O)c1cccnc1)C(c1cccs1)N1CCN(c2ccccc2F)CC1 (centres undefined) | -11% | -0.6% | -10% | -9% | -51% | 6% | 0.1% | 0.4%[50 µM] | 26%
O=C(Cn1[nH]c(=O)c2ccccc2c1=O)N1CCN(S(=O)(=O)c2ccc(Cl)cc2)CC1 | -7% | -0.4% | . | . | -4% | . | . | 1.4%[50 µM] | .
C=CCNC(=O)C1CC2Cn3c(nc4cc(Cl)c(Cl)cc43)C2N1C (centres undefined) | -2% | 0.5% | . | . | 6% | . | . | 1.2% | 6%
COC(=O)C1CCN(c2cc(Cl)nc(N)n2)CC1 | -5% | 1.9% | 7% | -1% | 3% | 7% | 0.8% | 0.1% | 6%
COc1ccc(CNC(=O)C(=O)NCC2OCCN2S(=O)(=O)c2ccc(OC)cc2)cc1 (centres undefined) | -5% | 1.3% | 1% | 3% | -1% | -11% | -0.7% | 1.6%[50 µM] | 14%
Nc1c(Cl)cc(C2=NCCn3nc4ccccc4c32)cc1Cl | 2% | -2.8% | -3% | . | 9% | . | . | 0.2% | 23%
Cc1ccn2cc(CCNC(=O)CC(C)(C)C)nc2c1 | -6% | -0.5% | 5% | -3% | 11% | 10% | 2.4% | 0.3% | -3%
Cc1cccc(C)c1NS(=O)(=O)c1ccc(-c2cnc(C3CC3)o2)cc1 | -10% | 0.5% | 6% | 18% | 10% | -15% | 0.4% | 0.9% | -2%
COc1ccc(N(CC(=O)NC2CCCC2)C(=O)Cn2nnc(-c3ccc(C)cc3)n2)cc1 | -10% | -0.6% | 4% | -11% | 11% | -7% | 1.6% | 0.1% | 7%
CC(C(=O)Nc1ccc(Cl)cc1)c1ncc(C(F)(F)F)cc1Cl (centres undefined) | 7% | -1.7% | 12% | 9% | 12% | -2% | -1.2% | 1.3% | 1%
CCCCNC(=O)CN(c1ccc(Cl)c(Cl)c1)S(C)(=O)=O | -14% | 1.3% | -6% | -6% | 7% | 18% | -0.6% | 1.2% | 0%
COc1ccccc1NC(=O)C(NC(=O)OC(C)(C)C)C(C)OCc1ccccc1 (centres undefined) | -7% | 2.9% | -1% | -2% | 4% | 15% | 1.5% | -1.0% | -3%
CC(C)N(C(=O)COC(=O)c1ccccc1C(=O)c1ccc(Cl)c([N+](=O)[O-])c1)C(C)C | -11% | -1.3% | 0% | 20% | 3% | 16% | 0.2% | 0.7% | 3%
NC(=O)C1CCN(C(=O)C2CCC(=O)N(C3CCCCCC3)C2)CC1 (centres undefined) | 0% | 1.2% | -1% | -1% | -1% | 14% | -0.4% | 0.0% | 23%
Cc1nn(-c2ccccc2)c(C)c1C(=O)OCC(=O)NC(=O)NC1CCCCC1 | -6% | 7.4% | -4% | 2% | 9% | -6% | 0.1% | 0.1% | 1%
COc1ccc([C@H]2CC(=O)C=C(C#CC(C)(C)C)C2)cc1 | 0% | 4.3% | . | . | 10% | . | . | -3.9% | .
CCC(NC(=O)c1ccc(C#CC2(O)CCCCC2)cc1)C(=O)O (centres undefined) | -1% | 3.5% | -3% | 4% | 3% | -6% | -0.2% | -1.5% | 9%
CCc1nnc(SCc2ccc(C(=O)OC)o2)n1N | 1% | 0.7% | 4% | 5% | -7% | 2% | -1.9% | 0.2% | 15%
CC(=O)c1c(C)[nH]c(C(=O)OCC(=O)Nc2c(C)cccc2C)c1C | 1% | 0.1% | . | . | -2% | . | . | 0.5%[50 µM] | .
CCC(=O)N1CCc2cc(Br)cc(S(=O)(=O)NCCCN(CC)Cc3ccccc3)c21 | -4% | 2.9% | 5% | 5% | 2% | 9% | 1.6% | 0.3% | 6%
S=C(Nc1ccccc1)N1CCCCCCC1 | -2% | -0.6% | -5% | -13% | -1% | 17% | 1.0% | 1.6% | 21%
Cn1c(=O)c2c(ncn2CCN(CCO)Cc2ccccc2)n(C)c1=O | 0% | 2.4% | 0% | -14% | 2% | 1% | -1.0% | 0.5% | 10%
COc1cc(C=O)ccc1OC(=O)Nc1ccccc1 | -2% | . | . | . | 20% | . | . | 0.9% | 9%
CCC(C)NCCOc1cc(C)cc(C)c1C (centres undefined) | -3% | 2.7% | 6% | -2% | 31% | 7% | 3.2% | 5.1% | -11%
O=C(Cc1cccs1)Nc1nnc(SCC(=O)NC2CCCCC2)s1 | -17% | 2.0% | -10% | 4% | 7% | -13% | 3.6% | 0.3% | 15%
CCOC(=O)c1ccc(N2C(=O)c3n[nH]c(C)c3C2c2ccccn2)cc1 (centres undefined) | -1% | 1.6% | 7% | 25% | 1% | 0% | -0.5% | -2.6% | 2%
COc1ccccc1NC(=O)c1ccc(SCC(=O)NCc2ccccc2Cl)c([N+](=O)[O-])c1 | -4% | 3.4% | -2% | -4% | -1% | -9% | -0.9% | 1.7%[50 µM] | 5%
Cc1c(C(=O)c2ccc(Cl)c([N+](=O)[O-])c2)c2ccccn2c1CCC#N | -1% | 4.9% | -1% | 10% | -5% | 2% | 9.3% | -1.4% | 5%
CN1/C(=C\C(=O)c2cccnc2)Sc2ccccc21 | -1% | 37% | -8% | 12% | 9% | 4% | -0.8% | 0.8% | 20%
CCc1cccc(NC(=O)C2CC2c2ccccc2)c1 (centres undefined) | -5% | 12% | -5% | -9% | 14% | -24% | 1.4% | -0.1% | 12%
CCCn1c(CNC(=O)Cc2ccccc2)nc2ccccc21 | -2% | 2.8% | 7% | 5% | 2% | 6% | 0.7% | 0.4% | -1%
Cc1ccc(SCc2nc(N)nc(Nc3ccccc3C)n2)c(C)c1 | 6% | ? | -1% | 2% | 11% | -2% | 0.0% | 0.1% | 10%
CCN1CCN(Cc2ccc(NC(=O)c3ccc(C)c(NC(=O)c4nccn4C)c3)cc2C(F)(F)F)CC1 | -6% | -0.8% | 0% | 16% | 9% | 1% | -1.9% | 0.8% | 17%
CN1/C(=C\C=C(C#N)C#N)C(C)(C)c2ccccc21 | . | 1.2% | -22% | -10% | -10% | 27% | 149% | -1.4% | 5%
CCn1c(SCc2ccccc2)nnc1-c1cccs1 | -10% | 7.9% | 0% | -6% | -2% | -3% | 0.2% | 1.5% | 13%
COc1ccc(-c2cn3cc(C)ccc3n2)cc1Br | -11% | 4.3% | 8% | -15% | 8% | 10% | 1.7% | 3.1%[50 µM] | 20%
CCOCCOC(=O)COc1ccc2c(=O)c(Oc3ccc(OC)cc3)coc2c1 | -5% | 1.4% | -7% | 2% | 8% | -11% | 1.4% | 0.1% | 1%
O=C(NCCCN1CCOCC1)c1onc(CSc2ccccc2)c1C(=O)NCCCN1CCOCC1 | -12% | -2.0% | 2% | . | -7% | . | . | -0.3% | 9%
Cc1ccc(S(=O)(=O)/C(C#N)=C/c2c(N3CCOCC3)nc3c(C)cccn3c2=O)cc1 | . | 2.5% | -1% | 5% | . | 14% | 25% | . | 13%
